Source: PubChem BioAssay (Broad Institute)
INS-1E_rescue: preserves ATP levels in cytokine-treated INS-1E cells | INS-1E cytokine-induced death, ATP luminescence, 48 h; normalised: neutral wells 0, positive control 100 | protection from cytokine-induced ATP loss, % at 10 µM | 0.1% of 20,000 active | AID 488910;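 active = mean replicate protection from cytokine-induced ATP loss at least 50% and at least 75% of replicates each reaching 50%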
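Assay system: INS-1E rat insulinoma cells. Amount: 8000 cells per well. Medium: phenol-red-free RPMI with 5% fetal bovine serum. Reagent: IL-1β, TNF-α and IFN-γ cytokine mix. Doses: one compound concentration, pin transfer. Schedule: 48 h co-treatment, 10 min post-lysis read. Detection: CellTiter-Glo luminescence measuring cellular ATP.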
T_cruzi_intra: blocks T. cruzi growth inside host cells; activity score (inhibition), % at 5.01 µM; 4.9% of 22,000 active; intracellular Trypanosoma cruzi in host cells, plate reader; AID 651903; in the data active = activity score above about 55%;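 note: parasites and compound incubated about four days before reading; 0% = median of neutral control wells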
* = called active by the depositor; . = no result given. Only part of the results is shown, so the mix of outcomes need not match the whole.

SMILES INS-1E_rescue T_cruzi_intra
C[C@@H]1CN([C@H](C)CO)C(=O)c2cc(NC(=O)Nc3ccc4c(c3)OCO4)ccc2O[C@H]1CN(C)C 3 -25
Cc1noc(C)c1NC(=O)Nc1cccc2c1O[C@H](CN(C)S(=O)(=O)c1ccc(F)cc1)[C@@H](C)CN([C@@H](C)CO)C2=O 11 -5
C[C@H]1CN([C@@H](C)CO)C(=O)c2cc(NC(=O)Cc3cn(C)c4ccccc34)ccc2O[C@H]1CN(C)Cc1ccc(Cl)c(Cl)c1 -10 -15
C[C@H]1CN([C@@H](C)CO)C(=O)Cc2cc(NC(=O)CCC(F)(F)F)ccc2O[C@@H]1CN(C)S(=O)(=O)c1ccc(Cl)cc1 4 -14
C[C@H]1CN([C@@H](C)CO)C(=O)c2cc(NS(=O)(=O)c3cn(C)cn3)ccc2O[C@H]1CN(C)C 2 -15
Cc1noc(C)c1S(=O)(=O)Nc1cccc2c1O[C@@H](CN(C)S(C)(=O)=O)[C@@H](C)CN([C@@H](C)CO)C2=O 5 -14
Cc1noc(C)c1S(=O)(=O)Nc1ccc2c(c1)C(=O)N([C@@H](C)CO)C[C@@H](C)[C@@H](CN(C)C(=O)Nc1ccc(C(F)(F)F)cc1)O2 -4 -7
C[C@H](CO)N1C[C@H](C)[C@@H](CN(C)C(=O)Cc2ccccc2)OCc2cnnn2CCCC1=O . -19
Cc1noc(C)c1S(=O)(=O)N(C)C[C@H]1Oc2ccc(NS(=O)(=O)c3cn(C)cn3)cc2CC(=O)N([C@@H](C)CO)C[C@@H]1C 7 -11
C[C@H](CO)N1C[C@H](C)[C@H](CN(C)Cc2ccc(Oc3ccccc3)cc2)Oc2ccc(NC(=O)Nc3ccc4c(c3)OCO4)cc2C1=O . 2
C[C@H](CO)N1C[C@H](C)[C@H](CN(C)C(=O)Nc2cccc3ccccc23)Oc2ccc(NC(=O)C3CCCCC3)cc2CC1=O 6 -10
Cc1ccc(S(=O)(=O)Nc2ccc3c(c2)CC(=O)N([C@@H](C)CO)C[C@H](C)[C@H](CN(C)Cc2ccc(C(=O)O)cc2)O3)cc1 -5 -9
CC(C)NC(=O)Nc1cccc2c1O[C@H](CN(C)Cc1ccccc1)[C@H](C)CN([C@H](C)CO)C2=O 0 -30
C[C@@H]1CN([C@@H](C)CO)C(=O)c2cc(NC(=O)Nc3ccc(C(F)(F)F)cc3)ccc2O[C@H]1CN(C)C 1 -19
C[C@H](CO)N1C[C@H](C)[C@H](CN(C)C(=O)Nc2cccc3ccccc23)Oc2c(NS(=O)(=O)c3ccccc3)cccc2C1=O 7 -4
C[C@H](CO)N1C[C@H](C)[C@H](CN(C)CC2CCCCC2)Oc2ccc(NC(=O)Cc3ccccc3)cc2CC1=O -8 -19
C[C@H]1CN([C@@H](C)CO)C(=O)Cc2cc(NC(=O)Nc3ccc4c(c3)OCO4)ccc2O[C@H]1CN(C)Cc1ccncc1 3 -8
COc1ccc(S(=O)(=O)N(C)C[C@H]2Oc3ccc(NS(=O)(=O)c4cn(C)cn4)cc3C(=O)N([C@H](C)CO)C[C@@H]2C)cc1 9 -4
Cc1ccc(S(=O)(=O)N(C)C[C@@H]2Oc3c(NC(=O)C4CCOCC4)cccc3C(=O)N([C@@H](C)CO)C[C@@H]2C)cc1 3 -113
CNC[C@H]1Oc2ccc(NC(=O)Nc3c(C)noc3C)cc2C(=O)N([C@@H](C)CO)C[C@H]1C -2 -4
C[C@@H]1CN([C@@H](C)CO)C(=O)c2cccc(N(C)C)c2O[C@@H]1CN(C)S(=O)(=O)c1ccc(F)cc1 6 21
C[C@H]1CN([C@@H](C)CO)C(=O)c2cc(NC(=O)C3CC3)ccc2O[C@H]1CN(C)C(=O)NC1CCCCC1 3 -6
Cc1ccc(S(=O)(=O)Nc2ccc3c(c2)C(=O)N([C@@H](C)CO)C[C@H](C)[C@@H](CN(C)Cc2ccc(C(=O)O)cc2)O3)cc1 . 4
Cc1noc(C)c1S(=O)(=O)Nc1ccc2c(c1)C(=O)N([C@H](C)CO)C[C@@H](C)[C@@H](CN(C)S(=O)(=O)c1ccccc1)O2 3 16
COc1ccc(CN(C)C[C@@H]2Oc3ccc(NS(=O)(=O)c4c(C)noc4C)cc3C(=O)N([C@H](C)CO)C[C@H]2C)cc1 -6 -6
Cc1ccc(S(=O)(=O)N(C)C[C@@H]2Oc3ccc(NC(=O)CCCCCC(=O)Nc4ccccc4N)cc3C(=O)N([C@H](C)CO)C[C@H]2C)cc1 -18 18
C[C@@H]1CN([C@@H](C)CO)C(=O)c2cc(NC(=O)Cc3cn(C)c4ccccc34)ccc2O[C@@H]1CN(C)C 9 -19
COc1ccc(NC(=O)Nc2ccc3c(c2)CC(=O)N([C@@H](C)CO)C[C@H](C)[C@@H](CN(C)S(=O)(=O)c2ccc(Cl)cc2)O3)cc1 5 2
C[C@H]1CN([C@@H](C)CO)C(=O)CCCn2nncc2CO[C@H]1CN(C)S(=O)(=O)c1cccc(F)c1 . -7
C[C@H]1CN([C@@H](C)CO)C(=O)c2cc(N(C)C)ccc2O[C@@H]1CN(C)C(=O)Nc1ccc(F)cc1 -6 -16
COc1ccc(NC(=O)N(C)C[C@@H]2Oc3c(NS(=O)(=O)c4ccccc4)cccc3C(=O)N([C@@H](C)CO)C[C@@H]2C)cc1 4 -7
C[C@@H]1CN([C@@H](C)CO)C(=O)c2cccc(NC(=O)c3ccncc3)c2O[C@H]1CN(C)CC1CC1 11 41
C[C@@H]1CN([C@@H](C)CO)C(=O)c2cccc(NC(=O)c3nc4ccccc4s3)c2O[C@@H]1CN(C)C(=O)Nc1cccc2ccccc12 -4 11
C[C@H]1CN([C@@H](C)CO)C(=O)c2cc(NC(=O)CCC(F)(F)F)ccc2O[C@H]1CN(C)C(=O)Nc1ccc2c(c1)OCO2 4 -6
C[C@@H]1CN([C@@H](C)CO)C(=O)c2cc(NS(C)(=O)=O)ccc2O[C@@H]1CN(C)S(=O)(=O)c1ccc(Cl)cc1 . -1
CC(C)NC(=O)Nc1ccc2c(c1)C(=O)N([C@H](C)CO)C[C@H](C)[C@@H](CN(C)Cc1ccncc1)OCCCC[C@@H](C)O2 3 -13
C[C@@H]1CN([C@H](C)CO)C(=O)CCCn2cc(nn2)CO[C@@H]1CN(C)S(=O)(=O)c1cccc(F)c1 . 0
COc1ccc(CN(C)C[C@H]2OCc3cn(nn3)CCCC(=O)N([C@H](C)CO)C[C@H]2C)cc1 . -9
COc1ccc(-c2cnc3c(c2)C(=O)N([C@H](C)CO)C[C@H](C)[C@H](CN(C)C(=O)Nc2ccc(F)cc2)O3)cc1 . -51
C[C@@H]1CN([C@H](C)CO)C(=O)c2cccc(NC(=O)c3cnccn3)c2O[C@@H]1CN(C)Cc1ccc(Cl)c(Cl)c1 -20 26
Cc1cc(C(=O)Nc2cccc3c2O[C@@H](CN(C)Cc2ccc(C(=O)Nc4ccccc4N)cc2)[C@@H](C)CN([C@H](C)CO)C3=O)n(C)n1 -15 54
C[C@H](CO)N1C[C@H](C)[C@H](CN(C)C)Oc2ccc(NS(=O)(=O)c3cccs3)cc2CC1=O 3 -11
C[C@@H]1CCCCO[C@H](CN(C)Cc2ccc3c(c2)OCO3)[C@@H](C)CN([C@H](C)CO)C(=O)c2cc(NS(=O)(=O)c3cn(C)cn3)ccc2O1 4 -23
CC(C)NC(=O)Nc1ccc2c(c1)C(=O)N([C@@H](C)CO)C[C@@H](C)[C@H](CN(C)Cc1ccncc1)O2 2 6
C[C@@H]1CN([C@H](C)CO)C(=O)Cc2cc(NS(=O)(=O)c3ccc(Cl)cc3)ccc2O[C@@H]1CN(C)C(=O)NC1CCCCC1 8 7
Cc1ccc(S(=O)(=O)Nc2ccc3c(c2)C(=O)N([C@@H](C)CO)C[C@H](C)[C@H](CN(C)Cc2ccc4c(c2)OCO4)O3)cc1 . 10
C[C@H]1CN([C@@H](C)CO)C(=O)c2cc(NC(=O)CCN3CCOCC3)ccc2O[C@@H]1CN(C)Cc1ccc(-c2ccccc2)cc1 -10 -29
C[C@H]1CN([C@@H](C)CO)C(=O)Cc2cc(NS(=O)(=O)c3cccs3)ccc2O[C@@H]1CN(C)C(=O)Nc1ccc(F)cc1 7 -13
CNC[C@@H]1Oc2ccc(NC(=O)C3CC3)cc2CC(=O)N([C@@H](C)CO)C[C@@H]1C 6 -10
C[C@@H]1CN([C@H](C)CO)C(=O)c2cccc(NC(=O)c3nc4ccccc4s3)c2O[C@H]1CN(C)Cc1ccc2c(c1)OCO2 -27 48
CC(C)NC(=O)Nc1ccc2c(c1)CC(=O)N([C@@H](C)CO)C[C@@H](C)[C@@H](CN(C)C)O2 5 -26
C=C(C)[C@@H]1CC=C(/C=N/NC(=O)c2cccc(C(=O)NO)c2)CC1 -7 -4
CC(C)NC(=O)N(C)C[C@H]1Oc2ccc(NC(=O)Cn3cnnn3)cc2C(=O)N([C@@H](C)CO)C[C@@H]1C . -10
C[C@H](CO)N1C[C@H](C)[C@H](CN(C)S(=O)(=O)c2ccccc2)Oc2ccc(NC(=O)Cc3cn(C)c4ccccc34)cc2CC1=O 7 22
C[C@@H]1CCCCO[C@H](CN(C)C(=O)Nc2ccc(C(F)(F)F)cc2)[C@@H](C)CN([C@H](C)CO)C(=O)c2cc(NC(=O)C3CCCCC3)ccc2O1 -28 72*
C[C@H]1CN([C@@H](C)CO)C(=O)c2cccc(NC(=O)c3cnccn3)c2O[C@@H]1CN(C)CC1CC1 7 -21
Cc1ccc(S(=O)(=O)Nc2cccc3c2O[C@@H](CN(C)C)[C@H](C)CN([C@@H](C)CO)C3=O)cc1 13 1
COc1ccc(S(=O)(=O)Nc2ccc3c(c2)C(=O)N([C@H](C)CO)C[C@H](C)[C@H](CN(C)C(=O)Nc2ccccc2)O3)cc1 . -4
C[C@@H]1CN([C@@H](C)CO)C(=O)Cc2cc(NC(=O)Cn3cnnn3)ccc2O[C@@H]1CN(C)Cc1ccc(Cl)c(Cl)c1 10 -21
Cc1ccc(S(=O)(=O)Nc2ccc3c(c2)C(=O)N([C@H](C)CO)C[C@H](C)[C@@H](CN(C)Cc2ccc(C(=O)Nc4ccccc4N)cc2)O3)cc1 1 4

(continued)
SMILES INS-1E_rescue T_cruzi_intra
COc1ccc(CN(C)C[C@H]2Oc3ccc(NC(=O)Nc4ccc(F)cc4)cc3CC(=O)N([C@@H](C)CO)C[C@@H]2C)cc1 6 24
CNC[C@@H]1Oc2ccc(NS(=O)(=O)c3ccc(OC)cc3)cc2C(=O)N([C@@H](C)CO)C[C@@H]1C 4 -3
C[C@@H]1CN([C@@H](C)CO)C(=O)c2cc(NC(=O)CCCN(C)C)ccc2O[C@@H]1CN(C)Cc1ccc(C(F)(F)F)cc1 0 12
C[C@@H]1CN([C@H](C)CO)C(=O)Cc2cc(NS(=O)(=O)c3ccc(F)cc3)ccc2O[C@@H]1CN(C)Cc1ccc(C(=O)Nc2ccccc2N)cc1 -8 55
C[C@H]1CN([C@@H](C)CO)C(=O)c2cc(NC(=O)Nc3ccc4c(c3)OCO4)ccc2O[C@H]1CN(C)S(C)(=O)=O 12 -19
COc1ccc(CN(C)C[C@H]2Oc3c(NS(C)(=O)=O)cccc3C(=O)N([C@@H](C)CO)C[C@H]2C)cc1 3 -26
C[C@H]1CN([C@@H](C)CO)C(=O)c2cccc(NC(=O)Nc3ccc(C(F)(F)F)cc3)c2O[C@H]1CN(C)S(=O)(=O)c1cn(C)cn1 -1 0
C[C@H]1CN([C@@H](C)CO)C(=O)c2cccc(NC(=O)Nc3ccc(C(F)(F)F)cc3)c2O[C@@H]1CN(C)C(=O)Nc1cccc2ccccc12 -11 66*
C[C@H]1CN([C@@H](C)CO)C(=O)c2cccc(NS(C)(=O)=O)c2O[C@H]1CN(C)C(=O)Nc1ccccc1 5 -10
C[C@H]1CN([C@@H](C)CO)C(=O)c2cccc(NS(=O)(=O)c3ccccc3)c2O[C@@H]1CN(C)C(=O)Nc1ccccc1 6 -24
CC(C)NC(=O)N(C)C[C@@H]1Oc2c(NC(=O)Nc3ccc4c(c3)OCO4)cccc2C(=O)N([C@H](C)CO)C[C@H]1C 5 -8
COc1ccc(S(=O)(=O)N(C)C[C@@H]2Oc3ccc(NC(=O)NC4CCCCC4)cc3C(=O)N([C@@H](C)CO)C[C@@H]2C)cc1 6 -1

Structures above that contain a thiophene ring, fused or not (2):
SMILES INS-1E_rescue T_cruzi_intra
C[C@H](CO)N1C[C@H](C)[C@H](CN(C)C)Oc2ccc(NS(=O)(=O)c3cccs3)cc2CC1=O 3 -11
C[C@H]1CN([C@@H](C)CO)C(=O)Cc2cc(NS(=O)(=O)c3cccs3)ccc2O[C@@H]1CN(C)C(=O)Nc1ccc(F)cc1 7 -13

In the list so far, seven contain a Cl atom:
SMILES INS-1E_rescue T_cruzi_intra
C[C@H]1CN([C@@H](C)CO)C(=O)c2cc(NC(=O)Cc3cn(C)c4ccccc34)ccc2O[C@H]1CN(C)Cc1ccc(Cl)c(Cl)c1 -10 -15
C[C@H]1CN([C@@H](C)CO)C(=O)Cc2cc(NC(=O)CCC(F)(F)F)ccc2O[C@@H]1CN(C)S(=O)(=O)c1ccc(Cl)cc1 4 -14
COc1ccc(NC(=O)Nc2ccc3c(c2)CC(=O)N([C@@H](C)CO)C[C@H](C)[C@@H](CN(C)S(=O)(=O)c2ccc(Cl)cc2)O3)cc1 5 2
C[C@@H]1CN([C@@H](C)CO)C(=O)c2cc(NS(C)(=O)=O)ccc2O[C@@H]1CN(C)S(=O)(=O)c1ccc(Cl)cc1 . -1
C[C@@H]1CN([C@H](C)CO)C(=O)c2cccc(NC(=O)c3cnccn3)c2O[C@@H]1CN(C)Cc1ccc(Cl)c(Cl)c1 -20 26
C[C@@H]1CN([C@H](C)CO)C(=O)Cc2cc(NS(=O)(=O)c3ccc(Cl)cc3)ccc2O[C@@H]1CN(C)C(=O)NC1CCCCC1 8 7
C[C@@H]1CN([C@@H](C)CO)C(=O)Cc2cc(NC(=O)Cn3cnnn3)ccc2O[C@@H]1CN(C)Cc1ccc(Cl)c(Cl)c1 10 -21
